MITF TRPM1 inh – inhibitors of MITF-dependent TRPM1 promoter reporter, primary screen, cell-based, SK-MEL-5, single point, luciferase | SK-MEL-5 TRPM1 promoter luciferase, 24 h | inhibition, % at 12.5 µM | hit rate 0.83% among 330,000;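 active = mean inhibition across replicates of 60% or more, whatever share of single replicates reaches that level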; note: values of inactives mirror those of a sister screen read the other way
PDI inh – inhibitors of human PDI, primary screen, biochemical, turbidity, single point, plate reader | PDI insulin aggregation turbidity, A650, 90 min | inhibition, % at 10 µM | hit rate 0.052% among 350,000 | AID 588391, 2011;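 active = mean inhibition across replicates of 30% or more, whatever share of single replicates reach that level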;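 note: absorbance from insulin aggregation driven by PDI reduction with DTT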
Target sequence (P07237 whole entry, looked up): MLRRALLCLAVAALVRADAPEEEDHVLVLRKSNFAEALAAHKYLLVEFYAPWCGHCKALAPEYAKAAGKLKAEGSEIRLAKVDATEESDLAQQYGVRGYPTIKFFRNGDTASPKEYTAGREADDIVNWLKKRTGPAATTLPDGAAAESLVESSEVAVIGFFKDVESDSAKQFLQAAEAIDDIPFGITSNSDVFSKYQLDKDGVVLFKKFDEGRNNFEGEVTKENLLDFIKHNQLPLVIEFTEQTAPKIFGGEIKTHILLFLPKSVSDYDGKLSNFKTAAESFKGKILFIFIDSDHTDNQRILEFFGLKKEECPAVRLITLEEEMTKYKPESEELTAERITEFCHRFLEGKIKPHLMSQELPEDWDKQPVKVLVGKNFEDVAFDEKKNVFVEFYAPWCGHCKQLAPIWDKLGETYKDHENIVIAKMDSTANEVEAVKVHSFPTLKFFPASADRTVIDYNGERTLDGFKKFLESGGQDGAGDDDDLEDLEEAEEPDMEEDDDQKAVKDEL
CaV13 ICDI inh – Primary screen for inhibitors of IQ motif and Ca2+-dependent inactivation inhibitor domain binding in CACNA1D, Förster resonance energy transfer in living cells, … | HEK cells, CFP/YFP FRET ICDI-IQ, plate reader, 10 min; percent FRET-ratio fall versus neutral wells | inhibition, % at 12.3 µM | hit rate 0.098% among 340,000 | AID 743397;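 active = mean replicate inhibition of at least 30% and at least 1% of replicates passing that level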;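 note: 0% = median of the neutral control wells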
KKLEB tox – cytotoxicity in KKLEB CF airway cells, primary screen, cytotoxicity control for CF NF-kB inhibitor project, cell-based, uHTS, fluorescence assay plates; activity change (cytotoxicity), % at 5 µM; hit rate 0.36% among 360,000; AID 602141, 2011; KKLEB CF airway cells viability, ATPlite luminescence, overnight; active compounds read low; cells stimulated with P. aeruginosa culture filtrate;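 active = corrected activity change at or below -50% at 5 µM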
HIF-2a block – HIF-2a reporter inhibitors, primary screen, luminescence, 786-0 RCC cells. hit rate 0.72% among 360,000. inhibition, % at 18.8 µM. 786-0 RCC cells HIF-2a reporter, luciferase luminescence, overnight;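 active = inhibition of the luminescence signal of 40% or more relative to plate controls, in a single-dose primary screen at 18.75 µM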
CF NFkB block – inhibitors of PAF-induced NF-kB signaling, primary screen, cell-based, GFP fluorescence, uHTS; KKLEB NF-kB-GFP reporter, GFP fluorescence overnight; inhibition, % at 5 µM; hit rate 0.86% among 360,000; AID 588850, 2011;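 active = at least 50% inhibition at 5 µM, scaled per plate between neutral and stimulator controls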;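 note: PAF is a Pseudomonas aeruginosa culture filtrate used as stimulus; plate controls were PAF-stimulated DMSO wells for no effect and unstimulated DMSO wells for full effect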
Peg3 promoter – Peg3 promoter-driven luciferase inhibitors, primary screen, cell-based, HeLa, luciferase luminescence. HeLa PEG-Prom luciferase reporter, overnight. inhibition, % at 20 µM. hit rate 1.7% among 360,000;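 active = inhibition of at least 50% at 20 µM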
NR2E3 ag-1 – inhibitors of NR2E3-RetCOR corepressor binding, primary screen, NR2E3 agonist project, biochemical, TR-FRET, GST-NR2E3, biotin-RetCOR | Photoreceptor-specific nuclear receptor (Homo sapiens), Q9Y5X4 | 1536-well | inhibition of corepressor binding, % at 4.78 µM | hit rate 0.12% among 320,000 | AID 2300, 2010;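 active = percent inhibition above the cutoff of mean plus 3 SD of all tested compounds, set per screening campaign, cut at about 20% in these data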;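 note: 0% = DMSO wells and 100% = biotin wells as full block of FRET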
Target sequence (Q9Y5X4 whole entry, looked up): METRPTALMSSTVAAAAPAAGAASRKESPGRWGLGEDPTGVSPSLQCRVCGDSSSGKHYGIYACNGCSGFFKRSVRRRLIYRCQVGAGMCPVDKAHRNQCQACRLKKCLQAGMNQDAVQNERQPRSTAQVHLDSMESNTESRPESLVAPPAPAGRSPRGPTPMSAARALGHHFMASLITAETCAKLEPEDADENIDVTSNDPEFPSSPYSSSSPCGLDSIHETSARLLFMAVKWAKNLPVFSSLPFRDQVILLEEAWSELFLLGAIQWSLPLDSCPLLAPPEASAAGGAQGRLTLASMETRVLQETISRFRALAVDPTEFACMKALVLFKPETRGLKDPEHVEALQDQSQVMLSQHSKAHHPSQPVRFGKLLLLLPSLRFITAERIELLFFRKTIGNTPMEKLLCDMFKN
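Material – GST-tagged NR2E3 plus biotinylated RetCOR corepressor · Quantity – NR2E3 fusion 1.35 nM · Times – 5 h incubation at 4 °C · Medium – pH 7.5 Tris-based buffer · Technique – TR-FRET, Eu(K)-anti-GST donor, streptavidin-D2 acceptor, ex 340, em 617/671 nm · Benchmarks – high control biotin, low control 0.6% DMSO · Format – 1536-well plates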
NR2E3 ag-2 – NR2E3 agonists in two-hybrid cells, primary screen, cell-based, luminescence, CHO-S, Gal4-NCOR/VP16-NR2E3; Photoreceptor-specific nuclear receptor (Homo sapiens), Q9Y5X4; luciferase; inhibition of corepressor binding, % at 3.98 µM; hit rate 0.35% among 360,000; AID 602229, 2012;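 active = inhibition above the mean of all tested compounds plus 3 SD, cut at about 70% in these data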;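 note: 0% = DMSO with NR2E3 transfected cells and 100% = cells lacking NR2E3 construct; higher means lower luciferase signal from less NR2E3 corepressor binding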
Vif imaging – HIV Vif self-association inhibitors, primary screen, imaging, HEK293T, single point | inhibition, % at 7.49 µM | HEK293T cells, Vif self-association by quenched fluorescence, 24 h | hit rate 0.35% among 340,000 | AID 602346, 2012; in the data active = inhibition above about 50%, passing the limit was not always enough; note: some results filed as inactive read as strong as hits
Shn3 inh set2 – reduction of Shn3 3'UTR firefly luciferase signal, primary screen, Schnurri-3 inhibitor project, cell-based, Clone20 osteoblasts, set 2. Clone20 osteoblast Shn3 3'UTR firefly luciferase, 24 h. inhibition, % at 12.5 µM. hit rate 0.52% among 360,000;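 active = mean inhibition of at least 75% with every replicate also reaching 75%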;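 note: 0% = median of neutral control wells and 100% = pilot-screen positive control compound; some compounds past the cut are filed as inactive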
Numbers without * were called inactive; . = not tested or not shown; & = joins results of further samples. Hits appear at their usual frequency. About 3.3% of those tested had a hit in this group.

Values run as follows: MITF TRPM1 inh | PDI inh | CaV13 ICDI inh | KKLEB tox | HIF-2a block | CF NFkB block | Peg3 promoter | NR2E3 ag-1 | NR2E3 ag-2 | Vif imaging | Shn3 inh set2
> Cc1ccc(C)c(OCCOCCN2CCOCC2)c1
→ 0 | 1 | -9 | -2 | -8 | -7 | 2 | 3 | -6 | 2 | 13
> CN=c1scc(-c2c[nH]c3ccccc23)n1C
→ 10 | -3 | 2 | 4 | 15 | -2 | 4 | . | -10 | -7 | -6
> CN1CCN(c2nnc(-c3ccccc3)c(-c3ccccc3)n2)CC1
→ . | 4 | -13 | 2 | 15 | 2 | -3 | -1 | 10 | 42 | -21
> CC(C)(O)C#Cc1ccc(C(=O)N2CCC(CCC(=O)NC3CC3)CC2)cc1
→ 3 | -10 | . | -3 | 12 | 13 | 8 | . | -53 | 4 | 9
> COc1ccc(S(=O)(=O)N(C)CC(=O)N2CCCC2)cc1
→ 3 | 4 | -1 | -9 | 12 | 15 | 4 | 8 | -2 | -2 | 10
> CC(C)CCN1CCC(Cc2ccccc2)(NC(=O)c2ccccc2)C1=O (configuration not stated)
→ -10 | -2 | -4 | -16 | 0 | 19 | 3 | 1 | -23 | 2 | 12
> N#Cc1ccc(COC(=O)Cn2nnc(-c3ccccc3)n2)cc1
→ 10 | -8 | . | -3 | 7 | 5 | 3 | 15 | 20 | 16 | 1
> CC(c1nc2ccccc2c(=O)[nH]1)N1CCN(C)CC1 (configuration not stated)
→ 10 | 0 | -5 | -16 | 15 | 4 | 17 | 1 | -6 | . | 0
> O=C(N/N=C\c1cn[nH]c1-c1ccccc1)c1cccs1
→ -5 | -4 | -2 | 3 | -72 | 5 | -18 | -6 | -76 | 5 | -34
> CN(C)C1=NCCN1CCc1ccccc1
→ -5 | 5 | -11 | 11 | -1 | 5 | -2 | 2 | 3 | 15 | -32
> COC(=O)c1cccc(NC(=O)/C=C/c2ccc([N+](=O)[O-])cc2)c1
→ 18 | -5 | -3 | -27 | -36 | -7 | -116 | 1 | -22 | . | -10
> Cc1csc(NC(=O)CN2C(=O)c3ccccc3S2(=O)=O)n1
→ 7 | 11 | . | 9 | 14 | -3 | 7 | 1 | -3 | -1 | 13
> O=C(O)CCC(=O)Nc1ccc(N2CCCCC2)c(C(=O)O)c1
→ 9 | -15 | 1 | 12 | 1 | -23 | 0 | 0 | -4 | 29 | -6
> O=C(NCCCl)Nc1ccccc1OCCOc1ccccc1NC(=O)NCCCl
→ -4 | -11 | -4 | 2 | 2 | 5 | -10 | 4 | -21 | 17 | -2
> Cc1ccc(S(=O)(=O)NCCn2nc(C)nc2C)cc1
→ -2 | -1 | -2 | -4 | 6 | 6 | 9 | 0 | -11 | 10 | -13
> COc1ccc(-c2noc(CN(C)S(=O)(=O)c3ccc(C)cc3)n2)cc1
→ 1 | -6 | -5 | -4 | 10 | 9 | 18 | 2 | 13 | 1 | 27
> CC(C)Cc1nnc(NC(=O)CCC(=O)Nc2ccc(F)cc2)s1
→ 9 | -14 | -4 | -17 | 11 | -21 | 9 | 1 | -3 | -8 | 1
> O=C(NC1CCCC(C(F)(F)F)C1)c1ccc([N+](=O)[O-])o1 (configuration not stated)
→ 66* | -15 | -5 | -16 | 30 | 92* | 71* | . | 31 | -2 | 46
> COc1ccccc1OCC(O)Cn1c(=N)n(CCN2CCCCC2)c2ccccc21 (configuration not stated)
→ 31 | 1 | -5 | -30 | 28 | 15 | 26 | -1 | -18 | 12 | 81
> CC(C)NC(=O)[C@@H]1CSC2c3ccccc3C(=O)N21 (some centres not stated)
→ -32 | 0 | -4 | 2 | 10 | 4 | 2 | . | -3 | -7 | 8
> COc1ccc(Cl)cc1C(=O)n1nc(C)cc1C
→ -10 | 5 | -5 | -2 | 5 | 8 | -5 | 1 | -18 | -2 | -4
> COc1cc(CN2CCC(C(=O)NC(c3ccccc3)c3ccsc3)CC2)cc(OC)c1 (configuration not stated)
→ . | 3 | -5 | -11 | -10 | 11 | -13 | . | 0 | 0 | 14
> O=C(NCCOc1ccc(Cl)cc1)c1ccc2c(c1)OCCO2
→ -94 | -12 | -4 | -2 | -252 | 6 | -335 | 3 | -88 | 1 | -144
> COc1ccc(OC)c(S(=O)(=O)N2CCC(C(=O)NC3CCCCCC3)CC2)c1
→ 4 | 0 | -18 | 3 | 7 | -10 | 5 | 9 | -4 | -4 | -4
> Cn1c(-c2ccc(C=O)s2)nc2c3ccccc3c3ccccc3c21
→ -7 | 4 | -15 | 4 | -10 | -60 | 1 | -2 | -52 | . | 2
> CC(C)C(=O)NCCc1nc2ccccc2n1C
→ 1 | 5 | -5 | 9 | 9 | 6 | -2 | -1 | -20 | . | 5
> COC(=O)c1ccc(NC(=O)CN2CCC(NC(=O)c3ccco3)CC2)cc1
→ -9 | 1 | -17 | 0 | 12 | 1 | 10 | -1 | -27 | . | -12
> Cc1ccc(S(=O)(=O)Nc2nc(C)c(C(=O)N/N=C/c3ccccc3)s2)cc1
→ 4 | 2 | -5 | -6 | 10 | 10 | -5 | 1 | -18 | . | 4
> CC(C)(C)OC(=O)C[C@@H]1C/C=C\C[C@H](CC(=O)N(CCO)Cc2ccccc2)C(=O)N[C@H](C(C)(C)C)COC1=O
→ 5 | 2 | -5 | 8 | 6 | -15 | 22 | . | 2 | 5 | 8
> CC(C)(C)c1cc2cccnc2n1Cc1cccc(F)c1
→ -1 | -3 | . | 1 | 10 | 5 | 15 | 1 | -16 | -2 | 16
> O=C(Nc1ccc(F)cc1)c1ccc(CSc2ccccc2)o1
→ -41 | -1 | -5 | 6 | -194 | -11 | -121 | 0 | 3 | 0 | -41
> Cc1ccc(-n2c(C)nn(CCOc3ccccc3)c2=O)cc1
→ -71 | -6 | -3 | 4 | -207 | -34 | -178 | 4 | -104 | -1 | -31
> COc1ccc(-c2nc3cnccn3c2NC2CCCCC2)cc1-c1cccc(Cl)c1
→ -3 | 3 | -5 | -12 | 3&-45 | 22 | 10 | . | 2&-13 | 52* | 10
> Cc1cccc(C)c1NC(=O)CSc1nc2c([nH]1)c(=O)n(C)c(=O)n2C
→ 17 | 18 | -5 | 3 | 4 | -1 | 21 | 3 | -5 | -2 | 2
> Cc1onc(-c2ccccc2Cl)c1C(=O)N(C)CC(=O)Nc1ccc(F)c(F)c1F
→ 4 | -15 | -1 | 20 | 20 | 0 | 8 | 3 | -19 | . | 3
> Cc1ccc(-c2nc(C)sc2CC(=O)OCC(=O)Nc2cccc([N+](=O)[O-])c2)cc1
→ -21 | -7 | -5 | 9 | 13 | -2 | 14 | 0 | -13 | 0 | -15
> N#Cc1c(NC(=O)c2cc([N+](=O)[O-])ccc2N2CCOCC2)sc2c1CCCC2
→ -8 | -3 | -1 | -4 | -67 | 20 | -61 | 2 | -30 | 6 | -16
> CNS(=O)(=O)c1ccc(NC(=O)c2cncc(Br)c2)cc1
→ -9 | 0 | 5 | 6 | 15 | -6 | 1 | 2 | -8 | 0 | 14
> CCc1noc(C)c1C(=O)Nc1nc(-c2cc(OC)ccc2OC)cs1
→ -2 | 1 | -4 | -6 | 3 | 10 | 10 | 4 | 11 | 1 | 18
> C=CCNC(=O)CSc1nnc(-c2ccncc2)n1CCc1ccccc1
→ 3 | 13 | -6 | 14 | 19 | -11 | 12 | 5 | 13 | . | 6
> C=CCNC(=O)c1ccccc1Cl
→ 6 | -1 | -5 | -5 | 11 | -2 | 0 | 2 | -4 | 17 | 0
> CS(=O)(=O)N1CCC(C(=O)NCc2ccc(F)cc2)CC1
→ 0 | -3 | -4 | 3 | 18 | -11 | 19 | -2 | -11 | 17 | 2
> O=C(CSc1n[nH]c(-c2ccncc2)n1)NCCc1ccccc1
→ 10 | 2 | -4 | 14 | 11 | -19 | -4 | 4 | 6 | -2 | 4
> O=c1c(-c2c(O)cc(O)c3c(=O)cc(-c4ccc(O)cc4)oc23)c(-c2ccc(O)cc2)oc2cc(O)cc(O)c12
→ 4 | . | . | 5 | 6 | -7 | 15 | 3 | -3 | -5 | 7
> O=C(Nc1nc2ccccc2n1CCN1CCOCC1)c1ccc(Cl)cc1
→ -7 | -5 | 11 | -5 | -92 | -4 | -33 | -4 | -20 | -6 | -9
> O=C(Nc1cccc2nsnc12)c1cc2c(cc1Cl)Sc1nccn1S2(=O)=O
→ -6 | -2 | -5 | 0 | 6 | 0 | -1 | . | -4 | -6 | -15
> COc1cccc2cc(C(N)=O)/c(=N\NC(=O)c3ccccc3)oc12
→ -13 | 8 | -17 | -7 | -16 | -49 | -31 | -2 | 50 | -4 | 0
> Cc1nc(-c2ccc(F)cc2)c(CC(=O)N(C)CC(=O)Nc2ccc(Br)cc2C)s1
→ 19 | 5 | -15 | -9 | 18 | -22 | 22 | 0 | -14 | -16 | -12
> CCOC(=O)N1CCN(C(=O)CCS(=O)(=O)c2ccc3c(c2)CC(C)N3C(=O)CC)CC1 (configuration not stated)
→ -6 | -5 | -2 | 1 | 5 | -18 | 15 | 0 | -18 | 3 | 16
> COc1ccc(C(CNC(=O)c2ccc(NS(=O)(=O)c3ccccc3)cc2)N2CCOCC2)cc1 (configuration not stated)
→ -10 | -2 | -5 | -1 | 2 | -7 | 8 | . | 10 | . | 11

Next part
Values run as follows: MITF TRPM1 inh | PDI inh | CaV13 ICDI inh | KKLEB tox | HIF-2a block | CF NFkB block | Peg3 promoter | NR2E3 ag-1 | NR2E3 ag-2 | Vif imaging | Shn3 inh set2
> NS(=O)(=O)c1ccc(NC(=O)C2(c3ccccc3)CCCC2)cc1
→ 3 | -8 | -4 | -6 | 19 | 14 | -27 | 2 | -6 | -2 | 10
> COc1ccc(C(C(=O)NC2CCCC2)N(CCN2CCOCC2)C(=O)c2ccc(OC)c(OC)c2)cc1 (configuration not stated)
→ -10 | 0 | . | 8 | 17 | 16 | 2 | 0 | 2 | 9 | 1
> COc1cc(OC)cc(C(=O)NC2CC(C)(C)NC(C)(C)C2)c1
→ 7 | 8 | -21 | -3 | 21 | -10 | 19 | 2 | 13 | -1 | -2
> COc1ccc(OC)c(NC(=O)c2ccccc2N(Cc2ccccc2)S(C)(=O)=O)c1
→ 2 | -4 | -3 | 5 | 10 | -1 | 15 | 0 | 7 | -7 | -9

From PubChem BioAssay
